M1 PAM: potentiates human M1 receptor response to acetylcholine; 360,000 tested, 0.088% active; CHO-K1 hM1, Fluo-8 calcium fluorescence, ACh EC20; 0% = ACh EC20, 100% = maximal ACh; AID 588819; activation, % at 3 µM; in the data active = activation above about 19%, passing the limit was not always enough
Target sequence (P11229 whole entry, looked up): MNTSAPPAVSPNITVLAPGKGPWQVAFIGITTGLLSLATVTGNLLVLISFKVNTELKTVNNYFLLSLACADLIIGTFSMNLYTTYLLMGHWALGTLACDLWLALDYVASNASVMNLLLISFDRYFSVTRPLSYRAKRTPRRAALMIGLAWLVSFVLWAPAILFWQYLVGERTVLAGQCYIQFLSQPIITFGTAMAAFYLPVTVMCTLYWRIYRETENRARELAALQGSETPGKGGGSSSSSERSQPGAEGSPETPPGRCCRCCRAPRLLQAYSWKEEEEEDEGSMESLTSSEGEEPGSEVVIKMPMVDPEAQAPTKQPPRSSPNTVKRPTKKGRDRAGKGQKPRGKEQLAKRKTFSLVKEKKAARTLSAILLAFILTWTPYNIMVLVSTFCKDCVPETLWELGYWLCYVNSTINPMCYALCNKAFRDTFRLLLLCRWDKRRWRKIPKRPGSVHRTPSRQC
M4 PAM: positive allosteric modulators of human muscarinic M4 receptor. P08173. CHO-K1 hM4/Gqi5, Fluo-8 calcium fluorescence, ACh EC20; 0% = ACh EC20, 100% = maximal ACh. activation, % at 3 µM. 360,000 tested, 0.4% active. AID 624126;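 active = activation above its plate's cutoff, the mean activation of sample wells plus 3 SD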; note: some results filed as inactive read as strong as hits
Target sequence (P08173 whole entry, looked up): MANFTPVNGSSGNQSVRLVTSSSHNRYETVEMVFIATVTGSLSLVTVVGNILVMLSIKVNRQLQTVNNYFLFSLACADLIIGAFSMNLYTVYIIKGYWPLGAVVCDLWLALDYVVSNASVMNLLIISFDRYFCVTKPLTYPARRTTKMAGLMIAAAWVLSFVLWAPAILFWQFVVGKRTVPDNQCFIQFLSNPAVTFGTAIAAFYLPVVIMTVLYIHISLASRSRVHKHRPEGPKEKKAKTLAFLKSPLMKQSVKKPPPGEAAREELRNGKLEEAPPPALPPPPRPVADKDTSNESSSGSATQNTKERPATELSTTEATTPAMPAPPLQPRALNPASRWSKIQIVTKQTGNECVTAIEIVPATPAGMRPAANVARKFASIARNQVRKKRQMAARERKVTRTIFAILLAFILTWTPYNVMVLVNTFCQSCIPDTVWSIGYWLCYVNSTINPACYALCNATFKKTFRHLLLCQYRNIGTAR
M5 PAM: positive allosteric modulators of human muscarinic M5 receptor. P08912. CHO-K1 hM5, Fluo-8 calcium, ACh EC20 PAM; 0% = ACh EC20, 100% = ACh EC100. activation, % at 3 µM. 360,000 tested, 0.3% active. AID 624038;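 active = activation above the run cutoff, the mean activation of all test compounds plus 3 SD, cut at about 18% in these data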
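Assay system: CHO-K1 hM5 cells / Incubation: Fluo-8 loading 80 min at 37 °C plus 30 min room temperature / Technique: Fluo-8 calcium dye fluorescence, kinetic read / Repeats: single replicate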
CRFBP-R2 block: antagonists of CRF-binding protein/CRF-R2 receptor complex. 350,000 tested, 0.59% active. HEK293 CRF-R2/CRF-BP, CRF-induced calcium fluorescence. inhibition, % at 11.8 µM. AID 588475;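 active = inhibition of the ligand-induced calcium signal above about 50% at the single tested concentration, limit read from the data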
M5 antag: antagonists of human muscarinic M5 receptor (CHRM5) | P08912 | inhibition, % at 3 µM | 360,000 tested, 0.59% active | CHO-hM5 cells, Fluo-8 calcium fluorescence, ACh EC80;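 active = inhibition above a per-plate cutoff, the mean of that plate's test compounds plus 3 SD, cut at about 27% in these data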;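 note: 0% = acetylcholine EC80 with DMSO and 100% = DMSO without agonist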
M4 antag: antagonists of human muscarinic M4 receptor (CHRM4); P08173; CHO-hM4 cells, ACh EC80, Fluo-8 calcium fluorescence; inhibition, % at 3 µM; 360,000 tested, 0.73% active;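 active = inhibition above its plate's cutoff, the mean inhibition of sample wells plus 3 SD, cut at about 27% in these data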;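 note: 0% = acetylcholine EC80 with DMSO and 100% = DMSO without agonist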
CHRM5 agonist: agonists of human muscarinic M5 receptor (CHRM5) | P08912 | activation, % at 3 µM | 360,000 tested, 0.19% active | CHO-K1 hM5 cells, Fluo-8 calcium fluorescence; 0% DMSO wells, 100% maximal acetylcholine response;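 active = activation above the run's mean over test compounds plus 3 SD, cut at about 23% in these data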;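 note: signal is peak over basal fluorescence ratio across the kinetic read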
CHRM4 agonist: agonists of human muscarinic M4 receptor (CHRM4) | P08173 | CHO-K1 hM4/Gqi5, Fluo-8 calcium fluorescence; vehicle 0%, full acetylcholine response 100% | AID 624127 | 360,000 tested, 0.14% active | activation, % at 3 µM;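 active = activation above the run mean over all test wells plus 3 SD, cut at about 32% in these data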;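 note: peak over basal fluorescence ratio per well then scaled between controls; 0% = DMSO wells and 100% = acetylcholine at EC100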
CRFR2-BP ag: agonists of human CRF-binding protein/CRF-R2 receptor complex; HEK293 CRF-R2/CRF-BP, calcium dye fluorescence (FLIPR); percent of saturating CRF peptide response; activation, % at 13.2 µM; 350,000 tested, 0.46% active;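 active = activation of at least 50%, plus an integration ratio under a set limit after plate pattern correction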;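 note: plate controls were neutral control wells without compound for no effect and CRF at EC100 for full effect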
Starred values were filed as active, the others as inactive; nt = not tested or not shown. Outcome played no part in choosing rows; overall some 2.6% were active at least once.

CHRM5 agonist,CHRM4 agonist,M5 antag,M5 PAM,CRFBP-R2 block,M1 PAM,M4 antag,M4 PAM,CRFR2-BP ag,SMILES
0,1,-4,-1,4,4,14,11,-0.5,O=C(CCSc1nnc(-c2ccco2)o1)Nc1ccccc1
7,3,5,2,15,6,4,-3,-0.2,O=C(NCCc1ccc(C(F)(F)F)cc1)c1ccc2c(c1)OCO2
4,1,3,1,-7,-5,-6,5,0.9,O=C1C=C(c2cc3ccccc3s2)C[C@@H](c2ccc(F)cc2)C1
-1,1,-4,9,10,17,-16,-3,-0.4,CCSc1ncc(CO)c(N)n1
-2,1,9,-8,-2,8,6,-1,-1.4,COc1ccc(CCNC2CC(C)N(C)CC2C)cc1OC (configuration not stated)
1,0,-2,4,23,1,9,-6,-3.1,CN(C)CCNC(=O)NC(=O)c1ccc(Cl)cc1
0,0,-1,1,-20,20,-6,10,-5.3,COC(=O)Cn1c(=NC(=O)C(C)(C)C)sc2c(C)cc(C)cc21
1,1,2,2,7,3,14,-6,-0.5,COc1cc(CCC(=O)OCC(=O)Nc2ccccc2F)cc(OC)c1OC
-4,0,2,5,-4,6,10,-2,-0.1,Cc1c(S(=O)(=O)N2CCCCC2)c(=O)n(C)c(=O)n1C
-8,2,0,-2,4,-14,5,-9,-0.6,O=S(=O)(c1ccccc1)c1nnn2c1nc(NC1CCN(Cc3ccccc3)CC1)c1ccccc12
2,8,9,-9,0,-10,-1,-11,-0.6,COc1ccccc1C(=O)N/N=C/c1ccc(Cl)s1
4,0,9,3,-4,2,1,-2,-0.2,C/C(=N\NC(=O)c1ccc(NS(=O)(=O)c2cccs2)cc1)c1cccs1
-4,3,0,0,-4,3,-11,-8,0.7,Cc1ccc(S(=O)(=O)n2nc(-c3ccco3)nc2N)cc1
-4,1,-1,-1,-1,4,-4,0,-2.1,COc1cccc(NC(=O)CN2C(=O)COc3ccc(S(=O)(=O)N4CCOCC4)cc32)c1
2,8,1,-16,5,-12,4,-10,-5.9,COc1cccc(-c2cc(C(=O)NC3CCCC3)c3ccccc3n2)c1
-1,1,14,-10,2,-2,-5,1,0.1,O=C(NCc1nnc(SCC(=O)N2CCCC2)o1)c1ccc(F)cc1
0,11,6,-5,-3,1,-1,-4,-0.1,CCOC(=O)c1cccc(NC(=O)c2ccc(NC(=O)c3ccco3)cc2)c1
-1,-1,5,-1,-15,1,2,12,1.1,CC1Cc2ccccc2N1C(=O)CSc1ncccc1C(=O)O (configuration not stated)
-9,-3,8,-8,-16,-9,3,-4,1.4,CC(C)c1cccc(C(C)C)c1OC(=O)NC(=O)c1c(F)cccc1F
-1,10,27*,-16,-12,-2,-2,-8,0.0,FC(F)(F)c1cccc(N2CCN(C(=S)NCC3CCCO3)CC2)c1 (configuration not stated)
-4,-1,1,-3,-12,0,6,-4,-3.2,COc1cc(C(Nc2ccc(S(=O)(=O)N3CCC(C)CC3)cc2)C(=O)NCC2CCCO2)cc(OC)c1OC (configuration not stated)
-1,0,-5,3,-4,10,-3,2,-0.8,COCCn1nnnc1SCC(=O)Nc1ccc2c(c1)OCO2
-3,-1,2,-4,30,3,-3,-4,-0.7,COC(=O)CN(c1ccccc1OC)S(=O)(=O)c1ccccc1
0,1,2,-3,14,3,-1,-5,-0.3,Cc1ccsc1/C=N/NC(=O)c1ccccn1
-1,nt,1,3,12,11,3,4,0.7,O=C(O)CCSc1nnc(-c2ccccc2)n1-c1ccccc1
-5,-1,15,-6,34,-2,7,-2,-0.5,O=[N+]([O-])c1cc(/C=N/O)ccc1Oc1ccccc1Cl
2,1,-2,3,16,8,-7,5,-0.8,Cc1cccc(NC(=O)c2ccccc2Br)n1
-4,0,18,-3,-3,7,10,0,0.7,Cc1ccc2c(Cl)c(C(=O)NC3CC3)sc2c1
2,0,10,-3,4,12,3,22,-3.8,Cc1cc(C)c(C)c(OC(=O)c2sc(Cl)nc2C)c1
-6,1,15,2,3,22,-1,-4,-0.9,O=C(Nc1ccccn1)c1sc2cc([N+](=O)[O-])ccc2c1Cl
-2,9,11,-6,nt,nt,0,4,nt,Cc1ccc(S(=O)(=O)N2C(c3ccc(Cl)c(Cl)c3)CC=C(C(=O)O)C2c2cccc(Cl)c2)cc1 (configuration not stated)
-3,0,-2,-3,29,4,-19,2,6.1,COc1ccc(CCn2c(N3CCN(C)CC3)nc3c2c(=O)[nH]c(=O)n3C)cc1
2,-2,14,0,0,4,13,14,-3.4,O=C(Nc1cccc(C(=O)Nc2ccccc2C(=O)O)c1)c1cccc(Cl)c1
-10,-1,14,-7,16,-2,-3,1,-2.1,Cc1ccc(S(=O)(=O)Oc2cccc([N+](=O)[O-])c2)cc1
5,7,4,-9,-8,2,-10,-3,7.2,CC(NC(=O)Nc1ccc(Br)cc1)C(C)(C)C (configuration not stated)
3,6,12,-3,-10,2,5,7,0.2,Nc1c(Cl)cc(-c2csc(NCCc3nc4cc(Cl)c(Cl)cc4n3CCCO)n2)cc1Cl
-1,0,-1,-3,-12,7,0,0,3.4,Cc1ccc(NC(=S)N(Cc2cccs2)Cc2cc3cccc(C)c3[nH]c2=O)cc1
2,2,9,-6,11,14,10,-3,-1.4,O=C1COc2ccc(C(=O)NCc3ccco3)cc2N1
-2,1,-2,3,5,3,0,18,1.7,COC(=O)c1ccccc1NC(=O)c1cnn2c(C(F)F)cc(C3CC3)nc12
3,4,4,-5,0,0,-11,0,0.9,O=C(NC(CC(=O)N1CCN(c2ccccc2)CC1)c1ccccc1)c1ccccc1Cl (configuration not stated)
-6,0,1,-5,-6,1,-1,2,-1.5,C/C(=N\NC(=O)CNc1cccc(C(F)(F)F)c1)c1cccc(Br)c1
0,1,2,-5,-19,3,9,-4,0.8,NS(=O)(=O)c1ccc(CCNC(=O)CN2CCN(c3ccccc3F)CC2)cc1
1,2,9,2,-9,11,6,13,-0.6,Cc1ccc(-c2csc(N3CCC(C(N)=O)CC3)n2)cc1
-2,0,-1,7,-6,5,6,13,-2.6,Cc1ccccc1Cn1cc(NC(=O)c2nc3ncccn3n2)cn1
2,4,-6,0,-34,15,5,12,-0.1,Cc1ccc(S(=O)(=O)N2CCCC2C(=O)NCCc2nc3ccccc3[nH]2)cc1 (configuration not stated)
-3,2,12,-1,-10,1,-9,-1,2.6,COCCN(C(=O)c1csnn1)C(C(=O)NC1CCCCC1)c1ccc(Cl)cc1 (configuration not stated)
-10,1,7,0,10,8,9,1,-2.6,O=C(c1ccco1)N1CCCN(Cc2nc(-c3cccs3)no2)CC1
0,3,3,-6,-5,1,-6,-1,-0.8,CCN(CC)C(=O)COc1ccc2c(-c3ccc(OC)cc3)cc(=O)oc2c1
0,0,-4,-3,15,1,-10,1,-0.7,CCCCCC[n+]1c(-c2ccc(Cl)cc2Cl)csc1Nc1ccccc1
-2,11,16,-15,10,-16,1,-29,-0.4,CC(C)(CCl)C(=O)Nc1ccc(Sc2ccc(F)cc2)cc1
-3,-4,3,-1,-5,-7,13,-15,-1.6,CC(C)C(c1nnnn1C1CCCC1)N1CCc2ccccc21 (configuration not stated)
-3,8,-13,1,16,3,-14,3,-2.7,Cc1cccc(OCC(O)Cn2c(-n3nc(C)cc3C)nc3c2c(=O)[nH]c(=O)n3C)c1 (configuration not stated)
-4,3,-2,13,10,7,-4,4,-0.3,O=C(NC1CCCCC1)N1CCCC(c2nc(-c3cccs3)no2)C1 (configuration not stated)
0,3,-1,-2,-7,1,-5,-2,3.7,Nc1ccc(-c2cc(-c3ccc(N)cc3)nc(-c3ccccc3)n2)cc1
-6,0,-1,-2,0,10,1,3,0.1,O=C(CSc1nnnn1-c1ccc(C(=O)O)cc1)NC1CC1
-3,0,1,-1,9,4,10,-6,-0.7,CCOc1ccc(CCNC(=O)CCS(=O)(=O)c2ccc(OC)cc2)cc1OCC
-8,3,2,-7,4,-2,5,-3,-1.1,CCCCCCOc1ccc(C(=O)NCCCn2ccnc2)cc1
-2,0,-4,-2,-22,-1,-12,8,-1.9,Cn1nc(NC(=O)C(F)(F)F)c2ncc(-c3ccc(Cl)cc3)nc21
-2,0,2,-3,-21,7,-3,-4,0.8,CCc1ccc(C2C(C#N)=C(N)C(C#N)(C#N)C3=CCC(C(C)(C)C)CC32)cc1 (configuration not stated)
1,1,-2,1,6,0,2,-1,-2.8,O=C(CCCC(=O)NCCc1ccccc1)NCCc1ccccc1

Five entries drawn at random from those above, as already listed:
CHRM5 agonist,CHRM4 agonist,M5 antag,M5 PAM,CRFBP-R2 block,M1 PAM,M4 antag,M4 PAM,CRFR2-BP ag,SMILES
-4,3,-2,13,10,7,-4,4,-0.3,O=C(NC1CCCCC1)N1CCCC(c2nc(-c3cccs3)no2)C1 (configuration not stated)
2,4,-6,0,-34,15,5,12,-0.1,Cc1ccc(S(=O)(=O)N2CCCC2C(=O)NCCc2nc3ccccc3[nH]2)cc1 (configuration not stated)
-10,1,7,0,10,8,9,1,-2.6,O=C(c1ccco1)N1CCCN(Cc2nc(-c3cccs3)no2)CC1
-2,0,-4,-2,-22,-1,-12,8,-1.9,Cn1nc(NC(=O)C(F)(F)F)c2ncc(-c3ccc(Cl)cc3)nc21
-2,11,16,-15,10,-16,1,-29,-0.4,CC(C)(CCl)C(=O)Nc1ccc(Sc2ccc(F)cc2)cc1

(continued)
CHRM5 agonist,CHRM4 agonist,M5 antag,M5 PAM,CRFBP-R2 block,M1 PAM,M4 antag,M4 PAM,CRFR2-BP ag,SMILES
5,-2,-16,6,-29,7,-2,-4,-1.1,NC(=O)c1ccc(C(F)(F)F)n(Cc2cccc(Cl)c2)c1=O
-3,2,4,1,0,3,-8,-7,-5.2,Cc1ccc(NC(=O)CN(C)C(=O)CSc2nc3ccccc3o2)cc1
1,2,-6,0,nt,20,-13,6,nt,Cc1cccc(C(O)c2ncc(-c3ccccc3F)[nH]2)c1C (configuration not stated)
0,2,0,3,-7,21,-10,11,4.3,CN(C)CCCNc1cc(O)c2ncccc2c1
1,2,-7,-8,0,3,0,3,-0.5,CN(C)/C=C1/N=C(c2ccccc2)OC1=O
-5,0,2,7,-4,6,-10,3,-0.9,CCN1CCN(CCCNC(=O)c2ccccc2NC(=O)C2=C(C)OCCS2)CC1
-2,2,12,5,0,-2,7,-12,-0.7,COC(=O)c1scc(C)c1NS(=O)(=O)c1ccc(NC(C)=O)cc1
1,10,11,-13,-9,-1,-11,-7,0.9,O=C(O)C1C2C=CC(C2)C1C(=O)NCc1ccoc1 (configuration not stated)
-1,3,-4,-7,17,4,4,-2,2.0,CCC[C@H]1CN(c2ccccc2)C(=O)[C@@H]1CC(=O)Nc1ccccc1
-2,0,2,4,-15,8,1,0,-0.4,COc1ccc(NC(=O)c2cccc(Cl)c2)c[n+]1[O-]
4,1,-11,-1,16,1,-8,4,-0.6,COc1ccc(C(=O)CC(C(=O)O)c2ccc3c(c2)OCO3)cc1OC (configuration not stated)
-2,-1,2,3,-21,0,9,3,0.4,O=C(NC(=S)Nc1ccc2c(c1)OCCO2)c1ccc(F)cc1Cl
-6,7,-3,-11,-6,5,-3,-10,-3.7,Cc1ccccc1OCC(=O)Nc1ccc([N+](=O)[O-])cc1
-5,1,0,-2,14,-5,4,-15,-1.8,COc1ccc2nc3sc(C(=O)NCCCN4CCc5ccccc5C4)cc3cc2c1
-5,8,17,-19,-40,-25,23,-18,96*,CC1(C)CC(=O)C2=C(C1)OC(N)=C(C#N)C2c1cc2c(cc1[N+](=O)[O-])OCO2 (configuration not stated)

Source: PubChem
